Source: PubChem
MrgX1 PAM: positive allosteric modulators of MrgX1, primary screen, HEK293 cells, Fluo-4 calcium flux | B-score at 10 µM | 0.63% of 310,000 active | Mas-related G-protein coupled receptor member X1 (Homo sapiens), Q96LB2 | FDSS; hits give high values;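 active = plate-corrected calcium response at least 3 library SD above typical, normal starting fluorescence, not activating the receptor alone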;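 note: compound read alongside a low EC10 to EC30 dose of BAM8-22 agonist; peak minus trough fluorescence over baseline measured at the second addition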
HDAC3 inhib: HDAC3 deacetylase inhibitors, primary screen, biochemical, fluorescence, cell-free homogeneous | Histone deacetylase 3 (Homo sapiens), O15379 | recombinant HDAC3, fluorogenic peptide/trypsin coupled | inhibition, % at 8.3 µM | 0.15% of 320,000 active; in the data active = inhibition above about 26%, passing the limit was not always enough
SKKanGAS inh: S. pyogenes SKKanGAS growth inhibitors in kanamycin, primary screen, streptokinase expression inhibitor project, SKKanGAS strain, BacTiter-Glo luminescence; inhibition, % at 7.5 µM; 6 h; 1.3% of 300,000 active;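 active = mean replicate score, as percent of positive control median, at least 50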;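 note: strain carries kanamycin resistance gene driven by streptokinase promoter and grows in 40 µg/ml kanamycin; loss of luminescence reflects streptokinase promoter inhibition or plain growth inhibition; 0% = median of DMSO wells and 100% = positive control at its reference dose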
MrgX1 antagonist: antagonists of human MrgX1 receptor, primary screen, HEK293 cells, Fluo-4 calcium flux; AID 588676, 2011; BAM8-22 antagonism; hits give low values; 1.3% of 310,000 active; Mas-related G-protein coupled receptor member X1 (Homo sapiens), Q96LB2; B-score at 10 µM;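 active = calcium-response B-score plate-corrected more than 3 library SD below zero, starting fluorescence within 5 deviations, no agonist response on first addition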;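 note: peak minus trough fluorescence over baseline after final BAM8-22 challenge near maximal dose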
TRPC6 inh: mouse TRPC6 channel inhibitors, primary screen, cell-based, HEK293, membrane potential dye; Short transient receptor potential channel 6 (Mus musculus), Q61143; ACh-evoked depolarization; hits give low values; B-score at 10 µM; 1.1% of 310,000 active;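 active = B-score under library mean minus 3 SD, initial fluorescence not abnormally high, positive integrated signal ratio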;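 note: B-score derived from integrated fluorescence ratio over the kinetic read; more negative B-score means stronger inhibition of depolarization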
Target sequence (Q61143 whole entry, looked up): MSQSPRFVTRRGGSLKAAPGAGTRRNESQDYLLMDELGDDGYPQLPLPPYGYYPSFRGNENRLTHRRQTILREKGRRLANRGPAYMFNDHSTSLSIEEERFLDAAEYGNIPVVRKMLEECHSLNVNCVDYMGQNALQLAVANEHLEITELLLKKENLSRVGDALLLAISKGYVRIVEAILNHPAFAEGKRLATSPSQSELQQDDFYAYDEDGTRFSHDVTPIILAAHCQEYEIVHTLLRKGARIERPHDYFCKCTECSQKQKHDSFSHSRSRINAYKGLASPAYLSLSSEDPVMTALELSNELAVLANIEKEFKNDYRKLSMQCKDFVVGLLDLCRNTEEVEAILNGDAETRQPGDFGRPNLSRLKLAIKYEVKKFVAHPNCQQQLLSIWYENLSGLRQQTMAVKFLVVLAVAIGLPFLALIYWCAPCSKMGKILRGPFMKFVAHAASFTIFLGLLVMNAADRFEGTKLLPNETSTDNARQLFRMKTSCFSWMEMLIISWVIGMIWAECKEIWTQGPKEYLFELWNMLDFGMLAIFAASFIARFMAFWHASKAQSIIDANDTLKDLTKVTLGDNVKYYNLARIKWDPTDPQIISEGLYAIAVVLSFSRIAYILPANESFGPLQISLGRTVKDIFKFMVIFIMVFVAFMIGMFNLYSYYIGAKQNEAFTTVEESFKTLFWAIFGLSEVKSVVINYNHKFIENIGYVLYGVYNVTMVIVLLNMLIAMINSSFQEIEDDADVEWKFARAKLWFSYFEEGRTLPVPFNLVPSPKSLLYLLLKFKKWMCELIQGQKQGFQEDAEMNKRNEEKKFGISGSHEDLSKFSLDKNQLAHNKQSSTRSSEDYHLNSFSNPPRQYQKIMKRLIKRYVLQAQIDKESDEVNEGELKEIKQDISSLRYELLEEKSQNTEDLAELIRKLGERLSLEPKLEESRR
TMEM16A inh: TMEM16A chloride channel inhibitors, primary screen, cell-based, HTS; HEK293 TMEM16A/YFP iodide influx fluorescence, ionomycin; AID 588511, 2011; 1.2% of 310,000 active; normalized B-score (activity score, 25-100; higher = stronger inhibition) at 10 µM; Anoctamin-1 (Mus musculus), Q8BHY3;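 active = ratio plate-corrected score three or more library SD toward inhibition, starting fluorescence score within five deviations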;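 note: score derived from kinetic fluorescence span divided by baseline fluorescence per well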
RGS4 inh: RGS4 inhibitors, primary screen, cell-based, HEK293 M3R inducible RGS4, calcium flux; AID 463165, 2010; Regulator of G-protein signaling 4 (Homo sapiens), P49798; 0.45% of 310,000 active; Fluo-4 calcium flux; hits give high values; triggered by carbachol at its EC20; B-score at 10 µM;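 active = B-score, a plate-corrected calcium signal, over three deviations above library mean, with baseline fluorescence within five deviations of library mean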;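 note: RGS4 expression induced by doxycycline in cells with stable M3 receptor; B-score is computed from the integrated fluorescence ratio over baseline after carbachol; higher B-score means a larger calcium signal and so more RGS4 inhibition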
TRPC6 act: mouse TRPC6 channel activators, primary screen, cell-based, HEK293, membrane potential dye; HEK293-TRPC6 membrane potential dye fluorescence; hits give high values; B-score at 10 µM; 0.13% of 310,000 active;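 active = B-score of the integrated fluorescence ratio above library mean plus 3 SD, and starting fluorescence ratio within library mean plus 5 SD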;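 note: higher score means more depolarization so channel activation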
ANO1 activ: TMEM16A chloride channel activators or potentiators, primary screen, cell-based, HTS. Anoctamin-1 (Mus musculus), Q8BHY3. HEK293 TMEM16A/YFP-H148Q/I152L, iodide quench fluorescence; hits give low values. B-score at 10 µM. 0.3% of 340,000 active. AID 623877, 2012;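 active = fluorescence-ratio B-score plate-corrected deviation score at least 3 library SD below zero, with starting fluorescence score within 5 deviations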;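 note: channel opened by trigger with iodide after compound preincubation; score built on the fluorescence ratio of max minus min over baseline; more negative score means more quench and so TMEM16A activation or potentiation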
MrgX1 ag: agonists of human MrgX1 receptor, primary screen, HEK293 cells, Fluo-4 calcium flux | Mas-related G-protein coupled receptor member X1 (Homo sapiens), Q96LB2 | Fluo-4 calcium fluorescence, agonist mode; hits give high values | B-score at 10 µM | 0.44% of 310,000 active | AID 588627, 2011;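 active = calcium response B-score plate-corrected fluorescence ratio at least 3 library SD, with starting fluorescence B-score inside 5 SD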
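Test system: Stable human MrgX1 HEK293 cell line | Schedule: Overnight plating before 1 h dye loading | Read-out basis: Baseline-normalised fluorescence change ratio, B-scored | Detection: Kinetic calcium dye fluorescence, Fluo-4 NW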
RGS4 pot: RGS4 potentiators or activators, primary screen, cell-based, HEK293 M3R inducible RGS4, calcium flux | carbachol calcium flux Fluo4; hits give low values | B-score at 10 µM | 0.92% of 310,000 active;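 active = B-score of the integrated calcium signal more than 4 SD below the library mean, with starting fluorescence not abnormally high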;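 note: negative B-score means reduced calcium response which marks RGS4 activation or potentiation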
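Material: M3R-expressing HEK293 line, RGS4 induced by doxycycline | Schedule: Overnight RGS4 induction, 30 min dye load 37 °C, 20 min compound RT | Measured by: Fluo4 fluorescence kinetic imaging of calcium | Read-out: Integrated calcium ratio converted to B score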
Numbers without * were called inactive; i = inactive; x = no result given.

SMILES | TRPC6 act | TMEM16A inh | MrgX1 antagonist | HDAC3 inhib | ANO1 activ | MrgX1 ag | TRPC6 inh | RGS4 pot | RGS4 inh | SKKanGAS inh | MrgX1 PAM
CS(=O)(=O)c1ccc(Cl)c(NC(=O)Cc2ccsc2)c1 | i | i | i | -0.9 | i | i | i | i | i | 2.4 | i
Cc1nn(C)c(C)c1S(=O)(=O)Nc1ccc2c(c1)OCO2 | i | i | i | -4.2 | i | i | i | i | i | 4.4 | i
Cc1ccc(-n2nc3ccc(N)cc3n2)cc1Cl | i | i | i | -3.1 | i | i | i | i | i | 0.5 | i
O=C(COC(=O)Cc1ccc(F)cc1)NCc1ccco1 | i | i | i | -1.7 | i | i | i | i | i | 3.6 | i
COc1ccc(COc2cccnc2N)cc1 | i | i | i | 7.3 | i | i | i | i | i | -3.4 | i
Cc1ccc(S(=O)(=O)N2CCCCC2)cc1NC(=O)COC(=O)Cc1cccc2ccccc12 | i | i | i | -1.0 | i | i | i | i | i | -3.0 | i
CC1(C)CCc2nc(SCc3ccccc3)c(C#N)cc2C1 | i | i | i | 1.2 | i | i | i | i | i | 4.7 | i
C/C(CCC1CC(C)OC1=O)=N\NC(N)=S (centres undefined) | i | i | i | x | i | i | i | i | i | -6.3 | i
CSc1ccc(/C=C(\C#N)C(=O)NC2CCCCC2)cc1 | i | i | i | 2.1 | i | i | i | i | i | -4.4 | i
CC(C)c1ccc2nc(SCC(=O)NCC3CCCO3)c(C#N)cc2c1 (centres undefined) | i | i | i | -11.4 | i | i | i | i | i | 9.1 | i
Cc1ccc(NC(=O)c2ccc3c(c2)NC(=O)CS3)nc1 | i | i | i | -1.8 | i | i | i | i | i | -21.1 | i
O=C(N/N=C/c1cccnc1)c1ccc2c(c1)OCCO2 | i | i | i | -9.3 | i | i | i | i | i | -2.6 | i
Cc1ccc(S(=O)(=O)CNC(=S)c2cccc(Cl)c2)cc1 | i | i | i | -4.2 | i | i | i | i | i | 32.9 | i
CCOC(=O)C1CCCN(C(=O)C2CCN(S(=O)(=O)c3cnc[nH]3)CC2)C1 (centres undefined) | i | i | i | -0.2 | i | i | i | i | i | 5.4 | i
O=c1cc(O)n(C2CCCCCC2)c(=O)[nH]1 | i | i | i | 5.6 | x | i | i | i | i | -3.3 | i
O=C(NC(=S)Nc1nc(-c2ccc([N+](=O)[O-])cc2)cs1)c1ccco1 | i | i | i | -2.6 | i | i | i | i | i | -4.4 | i
CC1CCc2[nH]c3ccc(C(=O)NCCCOC(C)C)cc3c2C1 (centres undefined) | i | i | i | -2.9 | i | i | i | i | i | 3.3 | i
O=c1[nH][nH]cc1C=Nc1ccc(Cl)cc1 | i | i | i | 2.4 | i | i | i | i | i | -1.5 | i
Cc1sc(NC(=O)c2ccccc2)c(C(=O)NC(C)C)c1C | i | i | i | -6.5 | i | i | i | i | i | -4.5 | i
COc1ccc(N2CCN(S(=O)(=O)c3ccc4oc(=O)ccc4c3)CC2)cc1 | i | i | i | -0.3 | i | i | i | i | i | 0.9 | i
NC(=O)C1CCN(C(=O)c2ccc3c(=O)n(Cc4cccc(Br)c4)c(=S)[nH]c3c2)CC1 | i | i | i | 5.3 | i | i | i | i | i | 6.1 | i
COc1ccc(OCC(=O)N2CCCC(CO)(CCOc3ccccc3)C2)cc1 (centres undefined) | i | i | i | 10.5 | i | i | i | i | i | 0.7 | i
CCOC(=O)C1=C(C)N=c2s/c(=C/c3ccccc3)c(=O)n2C1c1ccc(OC)c(OC)c1 (centres undefined) | i | i | i | 5.0 | i | i | i | i | i | 6.2 | i
COc1ccc(CCNC2CC(=O)N(C3CCCCC3)C2=O)cc1OC (centres undefined) | i | i | i | -4.1 | i | i | i | i | i | -3.2 | i
Cc1nc2c(C#N)c(-c3ccc(Cl)cc3)ccn2n1 | i | i | i | -1.1 | i | i | i | i | i | -1.4 | i
Cc1ccc(SCCC(=O)N(C)CC(=O)Nc2c(C)cccc2C)cc1 | i | i | i | -0.5 | i | i | i | i | i | -0.1 | i
O=c1ccsn1Cc1ccccc1 | i | i | i | 1.3 | i | i | i | i | i | 11.2 | i
Cc1ccc(NC(=O)CSc2ncccn2)cc1S(=O)(=O)N1CCCCC1 | i | i | i | 7.9 | i | i | i | i | i | -9.5 | i
O=[N+]([O-])c1cccc(-c2ccc(/C=N/Nc3nc(N4CCCCC4)nc(N4CCCCC4)n3)o2)c1 | i | i | i | -3.9 | i | i | i | -12.6* | i | 10.6 | i
O=C1c2cccc3cccc(c23)C(=O)N1CCCc1n[nH]c(=S)n1-c1ccccc1 | i | i | i | -0.2 | i | i | i | i | i | -1.0 | i
COc1cc(S(=O)(=O)NCC2COCCO2)ccc1-n1cnnn1 (centres undefined) | i | i | i | -0.5 | i | i | i | i | i | 4.7 | i
CCC(C(=O)NC(C)(C)C)N(Cc1ccc(F)cc1)C(=O)c1snc(C(N)=O)c1N (centres undefined) | i | i | i | -2.7 | i | i | i | i | i | 3.4 | i
Cc1cc(/C=N\NC(=O)CC(=O)NC2CCCCC2)c(C)n1-c1cccc(Cl)c1Cl | i | i | -6.31* | 2.5 | i | i | i | i | i | 8.5 | i
Brc1ccc(-c2noc3c2-c2nc(C4CCCCC4)sc2CC3)cc1 | i | i | i | -11.7 | i | i | i | i | i | 17.5 | i
Cc1nn(Cc2cccc(C(=O)N3CCCC(C)C3)c2)c(C)c1[N+](=O)[O-] (centres undefined) | i | i | i | -0.5 | i | i | i | i | i | -2.4 | i
COc1ccc2nc(SCC(=O)NC3CCCC3)c(C)cc2c1 | i | i | i | -1.9 | i | i | i | i | i | 2.3 | i
CC(C)C1N=C2c3ccccc3N=C(SCC#N)N2C1=O (centres undefined) | i | i | i | 4.3 | i | i | i | i | i | -1.8 | i
COc1ccccc1NC(=O)C1CCN(c2ncnc3c2nc2n3CCCCC2)CC1 | i | i | i | -0.3 | i | i | i | i | i | 10.6 | i
N#Cc1ccccc1OCC(=O)NCCNC(=O)COc1ccccc1C#N | i | i | i | -6.2 | i | i | i | i | i | -5.6 | i
COc1cc(OC)cc(-c2nnc(N(C)C(=O)c3ccncc3)s2)c1 | i | i | i | -7.6 | i | i | i | i | i | -8.2 | i
COC(=O)c1ccc(-c2csc(NC(=O)C3=COCCO3)n2)cc1 | i | i | i | -5.6 | i | i | i | i | i | 41.7 | i
CCCC(=O)Nc1sc(C(=O)Nc2cccc(N)c2)c(C)c1C(=O)OC | i | i | i | -2.4 | i | i | i | i | i | -2.1 | i
Cc1c2ccccc2nc2c(F)c(NCCO)c(F)c(F)c12 | i | i | i | x | i | 30.3* | i | i | i | 5.4 | i
CC(=O)N1CCOc2ccc(S(=O)(=O)NCCc3cccc(C)c3)cc21 | i | i | i | 0.7 | i | i | i | i | i | -1.5 | i
CCCCCc1c(C)nc(SCC(=O)O)[nH]c1=O | i | i | i | -5.6 | i | i | i | i | i | -0.6 | i
Cc1ccc(NCc2ccccc2O)c(C)c1 | i | i | i | 12.3 | i | i | i | i | i | 1.4 | i
O=C(NCC(O)c1ccccc1)Nc1cccs1 (centres undefined) | i | i | i | 3.8 | i | i | i | i | i | 3.1 | i
COc1cc(C(=O)Nc2ccc3nc4n(c(=O)c3c2)CCCCC4)cc(OC)c1OC | i | i | i | 4.0 | i | i | i | i | i | -9.9 | i
CC(C)c1nc(SCC(=O)NC2CCCC2)c2ccccc2n1 | i | i | i | 4.2 | i | i | i | i | i | 18.2 | i
COCCN(C(=O)CCC(=O)Nc1ccccn1)C(C(=O)NC(C)C)c1ccc(Cl)cc1 (centres undefined) | i | i | i | 5.4 | i | i | i | i | i | -2.7 | i
COc1ccc(S(=O)(=O)N2CCCOC2CNC(=O)C(=O)NCc2cccnc2)cc1 (centres undefined) | i | i | i | 3.2 | i | i | i | i | i | -1.7 | i
O=S(=O)(NC(=S)NC1CCCCC1)c1ccc(Br)cc1 | i | i | i | -1.3 | i | i | i | i | i | -15.6 | 27.8*
Nc1ccc(C(=O)Nc2ccc(Nc3ccncc3)cc2)cc1 | i | i | i | 5.5 | i | i | i | i | i | 5.4 | i
C[n+]1ccc(/C=C/c2ccc(Br)cc2)cc1 | i | i | i | 12.9 | i | i | -5.2* | i | i | -0.4 | i
O=C(Cc1ccccc1)NCc1n[nH]c(=S)n1-c1ccc(Br)cc1 | i | i | i | 6.7 | i | i | i | i | i | -3.0 | i
COc1ccc(CC(NC(C)=O)C(=O)NC2CCN(C(=O)c3ccncc3)CC2)cc1OC (centres undefined) | i | i | i | 1.8 | i | i | i | i | i | 6.9 | i
COc1ccc2nc(/C=N/NC(=O)CCNC(=O)OC(C)(C)C)ccc2c1 | i | i | i | -16.6 | i | i | i | i | i | -0.7 | i
Cc1oc(C(C)(C)C)cc1C(=O)NC1CCN(Cc2ccccc2)CC1 | i | i | i | 3.3 | i | i | i | i | i | -1.7 | i
CCOC(=O)CSc1nnc(Cn2nnc(-c3ccccc3)n2)n1CC | i | i | i | 1.4 | i | i | i | i | i | 1.2 | i
